Bioassay records: PubChem, National Center for Advancing Translational Sciences (NCATS)
AmpC inh no detg: blocks E. coli AmpC beta-lactamase in detergent-free assay; P00811; AmpC nitrocefin hydrolysis, absorbance 480 nm, 0.0001% Triton; Potency, µM (highest dose often 57.1 µM), without a hit: at the highest dose activity change, negative = inhibition, usual class: inhibitors; hit rate 0.52% among 330,000;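 further: potency means the concentration at half of the fitted maximal effect; plate controls were no compound for no effect and no enzyme for full effect; nearly all actives have a fitted effect of over 20% in size; some results filed as inactive show a strong effect at the top dose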
Target sequence (P00811 whole entry, looked up): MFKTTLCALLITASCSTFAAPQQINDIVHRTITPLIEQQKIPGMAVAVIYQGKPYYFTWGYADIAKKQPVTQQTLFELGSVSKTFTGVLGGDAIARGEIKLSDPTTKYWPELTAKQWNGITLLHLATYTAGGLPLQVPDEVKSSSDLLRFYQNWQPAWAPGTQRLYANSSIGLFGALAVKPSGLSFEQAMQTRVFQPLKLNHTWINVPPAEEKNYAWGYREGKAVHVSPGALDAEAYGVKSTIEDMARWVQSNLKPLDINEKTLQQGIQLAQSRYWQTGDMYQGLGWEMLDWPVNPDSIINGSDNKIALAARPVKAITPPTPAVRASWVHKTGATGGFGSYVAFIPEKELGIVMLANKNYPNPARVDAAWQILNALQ
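AmpC (5.3 nM in the dispensed reagent) in 20 mM phosphate pH 7.0 with 0.01% (detergent screen) or 0.0001% Triton X-100 was preincubated with compounds for 15 min at room temperature. Nitrocefin was then added from an 800 uM solution, and hydrolysis was followed at 480 nm.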
LmPK inh: blocks Leishmania mexicana pyruvate kinase activity; Potency, µM (top dose mostly 57.5 µM), inactives show top-dose activity change, negative = inhibition, usual class: inhibitors; AID 1721; purified LmPK, Kinase-Glo ATP luminescence, 1 h; hit rate 0.37% among 290,000; further: potency means the concentration at half of the fitted maximal effect
Target sequence (Q27686 whole entry, looked up): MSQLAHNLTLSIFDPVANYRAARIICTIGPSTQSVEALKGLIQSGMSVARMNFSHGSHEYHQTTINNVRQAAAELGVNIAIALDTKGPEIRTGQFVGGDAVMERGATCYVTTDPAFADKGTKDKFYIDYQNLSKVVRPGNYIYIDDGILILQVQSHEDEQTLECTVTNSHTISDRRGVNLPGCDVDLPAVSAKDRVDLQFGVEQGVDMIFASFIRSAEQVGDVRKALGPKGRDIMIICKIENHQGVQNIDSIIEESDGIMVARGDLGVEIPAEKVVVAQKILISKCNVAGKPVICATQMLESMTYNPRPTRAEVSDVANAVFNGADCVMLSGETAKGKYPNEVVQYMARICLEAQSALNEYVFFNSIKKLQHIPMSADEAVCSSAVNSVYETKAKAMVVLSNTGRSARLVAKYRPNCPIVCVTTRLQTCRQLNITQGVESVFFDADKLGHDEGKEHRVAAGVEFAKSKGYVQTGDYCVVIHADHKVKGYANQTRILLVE
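Purified LmPK (0.1 nM) with 0.5 mM PEP and 0.1 mM ADP in imidazole buffer pH 7.2 with MgCl2/KCl, 1 h at room temperature. ATP formed was read by luciferase luminescence and normalized to no-enzyme and uninhibited controls.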
AMA1 RON2 block: AMA1-RON2 (P. falciparum) interaction inhibition | AlphaScreen AMA1-biotinylated RON2 peptide binding | Potency, µM (titrated, usually from 58.2 µM), for inactives: at the top dose activity change, negative = inhibition, hits mostly inhibitors | AID 720542 | hit rate 0.2% among 360,000;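 further: potency means the concentration at half of the fitted maximal effect; 0% = vehicle wells and -100% = peptide control; nearly all actives have a fitted effect of over 45% in size; some results filed as inactive show a strong effect at the top dose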
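AMA1 (3D7) with his tag at 25 nM final met compounds first, then biotinylated RON2 peptide at 25 nM; detection used donor plus acceptor beads, 10 µg/mL apiece, read by AlphaScreen after 30 min at room temperature.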
AmpC inh detg: inhibitors of E. coli AmpC beta-lactamase with detergent; AmpC hydrolysis of nitrocefin, absorbance 480 nm, 0.01% Triton; Potency, µM (top dose mostly 114 µM), for the others: at the highest dose activity change, negative = inhibition, usual class: inhibitors; hit rate 0.041% among 370,000; AID 485294;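 further: potency means the concentration at half of the fitted maximal effect; 0% = no-compound wells and -100% = no-enzyme wells; nearly all actives have a fitted effect of over 25% in size; some results filed as inactive show a strong effect at the top dose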
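20 mM phosphate pH 7.0 + 0.01% (detergent screen) or 0.0001% Triton X-100; 5.3 nM AmpC reagent; cpd preinc 15 min RT; nitrocefin (800 uM stock) to start; A480 q20 s × 4 min; Activity was normalised to no-enzyme and no-compound control wells.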
TbPYK inhibitor: inhibitors of Trypanosoma brucei pyruvate kinase; TbPYK enzyme, Kinase-Glo Plus ATP luminescence, 45 min; Potency, µM (doses to about 76.8 µM), for inactives: at the highest dose activity, negative = inhibition, hits mostly inhibitors; hit rate 0.12% among 410,000; further: potency means the concentration at half of the fitted maximal effect; nearly all actives have a fitted effect of over 50% in size
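Luminescence from Kinase-Glo Plus, added after a 45-minute room-temperature reaction, served as the end-point read-out. The enzyme and substrate were preincubated with compound before ADP (130 uM final) initiated turnover. Concentration-effect curves came from normalized qHTS data.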
HCMV inh: human cytomegalovirus inhibition | HFF cells, HCMV-luciferase reporter, 72 h; active compounds read low | activity change, negative = inhibition, % at 57.5 µM | hit rate 4.5% among 410,000 | AID 1259415; in the data active means activity change below about -60%; inconclusive means no clear call, values can overlap the other calls; inactive means above about -39%
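Luciferase read-out from HCMV-luciferase-infected HFFs (MOI 1 PFU/cell) 72 h post infection at 37C; compounds added after 16 h cell attachment; activity normalized between buffer-only basal and Salinomycin (10uM) inhibitor controls.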
HCV inh: blocks hepatitis C virus; Potency, µM (titrated, usually from 41.8 µM), without a hit: top-dose activity change, negative = inhibition, hits mostly inhibitors; AID 651820; Huh7.5.1 HCVcc-Cre infection, luciferase reporter, 44 h; hit rate 3.4% among 340,000; further: potency means the concentration at half of the fitted maximal effect
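Reporter virus HCVcc-Cre (~0.5 moi) infects cells exposed to compound; seeding density 1,000 cells/well with 4 h settling beforehand. Luminescence, 15 sec read, taken 44 h post-infection following a 15 min RT substrate incubation.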
* = called active by the depositor; ? = inconclusive; . = no result given; & = joins results of further samples; [ ] = remark or other dose. Unless noted, the call rests on the fitted dose curve; in most records, active means well fitted curve in the direction sought with a large enough effect; inconclusive means small, poorly fitted or top-dose-only effect, or another doubt; inactive means no such curve, though single readings can be large; an effect the other way counts as inactive or inconclusive. Unless noted, on the % scale 0 is the no-effect control and ±100 the full control effect.

SMILES | AmpC inh no detg | LmPK inh | AMA1 RON2 block | AmpC inh detg | TbPYK inhibitor | HCMV inh | HCV inh
CCNC(=O)C1(C)CCN(C(=O)c2ccccc2)C1 (stereo not drawn) | . | . | 1% | . | -2% | 25 | .
Cc1cc(C)n(/N=C/c2ccccc2)c(=O)c1C#N | -8% | -4% | 4% | ? | -1% | 3 | 0%
CN1CC(C(=O)c2cccs2)C(c2ccc(Cl)cc2)C1 (stereo not drawn) | -1% | 1% | -8% | 1% | 3% | -7 | 3%
CC1(C)CC(=O)C(C2(O)C(=O)N(Cc3ccccc3)c3ccccc32)CO1 (stereo not drawn) | -17% | 0% | 27% | 1% | 10% | -16 | 0%
CCOC(=O)c1[nH]c2c(c1Cc1ccccc1)C(=O)CC(c1ccc(OC)cc1)C2 (stereo not drawn) | . | . | . | -11% | -3% | -30 | .
CCN(CC)C(=O)C(Oc1ccc(S(=O)(=O)N2CCCC2)cc1[N+](=O)[O-])c1ccccc1 (stereo not drawn) | 77%[activator] | -6% | 4% | 0% | 3% | -24 | ?
O=C(/C=C/c1cccc(F)c1)NCc1ccc2c(c1)OCO2 | -32% | -3% | 2% | -11% | -1% | -28 | 7%
Cc1ccc2nc(NC(=O)CCNS(=O)(=O)c3ccc(Br)s3)sc2c1 | -10% | 2% | -4% | -14% | -2% | 6 | 8%
COc1ccc(NC(=O)c2[nH]c(C)c(C(C)=O)c2C)cc1S(=O)(=O)Nc1ccc(Br)cc1 | -35% | 0% | 9% | 0% | 2% | 69 | 14µM*
COc1ccc(NC(=O)[C@@H]2CCCN2S(=O)(=O)c2ccccc2F)cc1S(=O)(=O)N1CCCCC1 | -13% | . | -16% | . | 1% | 5 | 3%
COc1ccc(-c2cn[nH]c2-c2ccc(OCc3ccccc3F)cc2O)cc1OC | -44% | 10% | 64%[activator] | -5% | 2% | -61* | 11µM*
CCc1cc(CC)c(/C=N/NC(N)=O)c(CC)c1 | -5% | 1% | 18% | 2% | 5% | -24 | 11µM*

Single records, as listed above. Values in the order: AmpC inh no detg | LmPK inh | AMA1 RON2 block | AmpC inh detg | TbPYK inhibitor | HCMV inh | HCV inh
Cc1cc(C)n(/N=C/c2ccccc2)c(=O)c1C#N is entered as -8% | -4% | 4% | ? | -1% | 3 | 0%
CN1CC(C(=O)c2cccs2)C(c2ccc(Cl)cc2)C1 (stereo not drawn) is entered as -1% | 1% | -8% | 1% | 3% | -7 | 3%

(listing goes on)
SMILES | AmpC inh no detg | LmPK inh | AMA1 RON2 block | AmpC inh detg | TbPYK inhibitor | HCMV inh | HCV inh
CCCS(=O)(=O)N1CCCC(C(=O)NCCCN2CCCC2=O)C1 (stereo not drawn) | -18% | -3% | 9% | -13% | 3% | 4 | 16%
Cc1ccc(OCCSc2nc3ccccc3n2CCC(=O)O)cc1 | -26% | 1% | 4% | ? | 2%&1% | 38&2 | 10%
Cc1c(Cl)cccc1NC(=S)N(Cc1cccs1)C1CCCC1 | -33% | 2% | 4% | -13% | 4% | -27 | 20%
CN(C)CCCN(C(=O)c1ccc(S(=O)(=O)N(C)C)cc1)c1nc2cc3c(cc2s1)OCO3 | 115%[activator] | 3% | 6% | 1% | -4% | -15 | -26%
Cc1ccccc1C(=O)Nc1nnc([C@@H]2C[C@H](O)[C@@H](CO)O2)s1 | . | . | 18% | . | 1% | 6 | .
Cc1ccc(NC2=NCC(=O)N2C2CCCC2)cc1 | -22% | 0% | 7% | -7% | -6% | 21 | 16%
O=C(CCCc1cccs1)N1CCN(S(=O)(=O)c2ccccc2Br)CC1 | -1% | 0% | 9% | ? | 0% | 67 | 0%
Nc1ccc(NC(=O)c2cccs2)c(Cl)c1 | -18% | -2% | 0% | -15% | -1% | 74 | -9%
CCN1CCN(CCC(=O)Nc2ccc(F)c(F)c2)CC1 | -15% | 2% | 15% | -10% | -8% | -4 | 28%
Cc1c(NC(=O)COC(=O)CCC(=O)c2ccc(Cl)cc2)c(=O)n(-c2ccccc2)n1C | -9%[11.4 µM] | -3% | 6% | -13% | -16% | ? | 6%
O=P1(NC2CCCCC2)OCC2(CO1)COP(=O)(NC1CCCCC1)OC2 (stereo not drawn) | . | . | -4% | . | 2% | -25 | 15%
COc1cccc(C2c3[nH]c4ccccc4c3CCN2C(=O)c2ccccc2F)c1OC (stereo not drawn) | 88%[activator] | -3% | ? | -6% | -4% | 10 | -12%
O=C(CCCOc1ccccc1)Nc1ncccn1 | -9% | -2% | -1% | -11% | -8% | 27 | 22%
CCOc1ccc(NC(=O)CSC2=Nc3ccccc3C3=NC(CCC(=O)NCc4ccccc4)C(=O)N23)cc1 (stereo not drawn) | . | . | . | 9% | -4% | 28 | .
O=C(O)c1cccc([N+](=O)[O-])c1C(=O)Nc1cccc2ccccc12 | -21% | 7% | -8% | -1% | -4% | 0 | 12%
Cc1ccc(NC(=O)CCCC2CCCCC2)c(O)c1 | -38% | -1% | -6% | 0% | 4% | 37 | 2%
CCN(CC)CCNc1ccc(CO)c2oc3ccccc3c(=O)c12 | . | . | -1% | . | -17% | -89* | .
COc1ccc(Br)cc1C(C[N+](=O)[O-])c1c(N)n(C)c(=O)n(C)c1=O (stereo not drawn) | 12% | -1% | 35%[activator] | 1% | -4% | -100* | 4µM*
O=C(NCc1ccncc1)C1CCN(S(=O)(=O)c2ccc(Cl)c(C(F)(F)F)c2)CC1 | 3% | . | 3% | ? | -26% | -36 | 44%[activator]
C=Cc1ccc(Cn2c(C(=O)O)c(CNCc3ccccc3)c3ccc(OC)cc32)cc1 | . | . | . | -10% | 4% | ? | .
CC1CCC2(CC1)NC(=O)N(CC(=O)N1CCN(S(=O)(=O)c3ccccc3)CC1)C2=O (stereo not drawn) | 24% | 1% | 19% | -8% | -5% | 2 | 15%
CCOC(=O)/C(N=Nc1c(Br)cc(Br)cc1Br)=C(\C)O | -11% | 4% | ? | -6% | -3% | -38 | ?
O=C(CCS(=O)(=O)Cc1ccccc1)N1CCN(c2ccc([N+](=O)[O-])cc2)CC1 | 19% | 2% | -9% | ? | 0% | -28 | -24%
COc1cccc(CC(=O)OCC(=O)N2CCN(c3ccc(F)cc3)CC2)c1 | -2% | -2% | -8% | 1% | -15% | 38 | .
O=C(Nc1ccc(Br)cc1)N1CCc2ccccc2C1 | -46% | 0% | 0% | -8% | 1% | -11 | -7%
O=C(O)C1C2CCC(C2)C1C(=O)NCc1ccccn1 (stereo not drawn) | -6% | -3% | -5% | -1% | -17% | -16 | -10%
O=c1[nH]cnc2scc(-c3ccsc3)c12 | -19% | -2% | 0% | ? | -5% | ? | 1%
Cc1occc1-c1nnc(SCC(=O)N(C)c2ccccc2)n1C | -12% | . | 11% | ? | -3% | -30 | 20%
CC(C)CCOCc1nc2sc3c(c2c(=O)[nH]1)CCC(C)C3 (stereo not drawn) | -27% | 2% | 5% | 3% | -19% | 36 | -13%
O=C(/C=C/c1ccccc1)N1CCC(c2ccccc2)C1 (stereo not drawn) | 0% | -4% | 5% | -13% | -7% | 59 | 20%
CC1CCCC1/C(=N/O)c1ccccc1 (stereo not drawn) | -18% | -5% | -4% | 3% | -3% | -26 | 12%
CCCCc1nc2ccccc2c(=O)n1-c1ccc(Cl)cc1[N+](=O)[O-] | -17% | 1% | -6% | 2% | 7% | -62* | 13%
CCOC(=O)C(=O)Nc1nnc(CCc2ccccc2)s1 | -11% | -2% | 63%[activator] | -2% | -8% | -8 | 16%
COc1ccc(-c2nc3ccc(NS(=O)(=O)c4ccc(Cl)cc4)cc3o2)cc1 | . | . | . | 21% | 6% | -4 | .
COC(=O)N1CCCCC1c1cc(C(=O)NCc2ccc(F)cc2)no1 (stereo not drawn) | . | . | -4% | . | -1% | 0 | .
O=C(CSc1nnc(-c2ccco2)o1)Nc1cccc([N+](=O)[O-])c1 | -11% | -8% | 22% | 1% | 10% | 15 | 10%
CCC(=O)Nc1nc2ccccc2n1Cc1ccccc1 | -20% | -1% | 5% | -23% | 5% | -92* | ?
CN1CCN(c2ccc(Cl)cc2NC(=O)CN2C(=O)NC(C)(c3ccccc3)C2=O)CC1 (stereo not drawn) | 83%[activator] | . | 43%[activator] | 8% | -15% | 8 | ?
COc1ccc(Cl)cc1NS(=O)(=O)c1cccc(C(=O)NCC(c2ccco2)N(C)C)c1 (stereo not drawn) | 125%[activator] | -5% | 5% | -12% | -3% | 35 | ?
CC(C)(C)OC(=O)NNC(=O)C12CC3CC(CC(C3)C1)C2 | -3% | 2% | 11% | 0% | -15% | -32 | -11%
CCCCNC(=O)c1cc2n(n1)C(C(F)(F)F)CC(c1ccccc1)N2 (stereo not drawn) | 24% | -5% | -3% | ? | 1% | -1 | -20%

Structural class: the compounds so far containing a Cl atom
SMILES | AmpC inh no detg | LmPK inh | AMA1 RON2 block | AmpC inh detg | TbPYK inhibitor | HCMV inh | HCV inh
CN1CC(C(=O)c2cccs2)C(c2ccc(Cl)cc2)C1 (stereo not drawn) | -1% | 1% | -8% | 1% | 3% | -7 | 3%
Cc1c(Cl)cccc1NC(=S)N(Cc1cccs1)C1CCCC1 | -33% | 2% | 4% | -13% | 4% | -27 | 20%
Nc1ccc(NC(=O)c2cccs2)c(Cl)c1 | -18% | -2% | 0% | -15% | -1% | 74 | -9%
Cc1c(NC(=O)COC(=O)CCC(=O)c2ccc(Cl)cc2)c(=O)n(-c2ccccc2)n1C | -9%[11.4 µM] | -3% | 6% | -13% | -16% | ? | 6%
O=C(NCc1ccncc1)C1CCN(S(=O)(=O)c2ccc(Cl)c(C(F)(F)F)c2)CC1 | 3% | . | 3% | ? | -26% | -36 | 44%[activator]
CCCCc1nc2ccccc2c(=O)n1-c1ccc(Cl)cc1[N+](=O)[O-] | -17% | 1% | -6% | 2% | 7% | -62* | 13%
COc1ccc(-c2nc3ccc(NS(=O)(=O)c4ccc(Cl)cc4)cc3o2)cc1 | . | . | . | 21% | 6% | -4 | .
CN1CCN(c2ccc(Cl)cc2NC(=O)CN2C(=O)NC(C)(c3ccccc3)C2=O)CC1 (stereo not drawn) | 83%[activator] | . | 43%[activator] | 8% | -15% | 8 | ?
COc1ccc(Cl)cc1NS(=O)(=O)c1cccc(C(=O)NCC(c2ccco2)N(C)C)c1 (stereo not drawn) | 125%[activator] | -5% | 5% | -12% | -3% | 35 | ?
